Assay outcomes as filed in PubChem BioAssay.
PfGluPho inh = PfG6PD enzyme inhibitors, primary screen, biochemical, fluorescence intensity, uHTS; glucose-6-phosphate dehydrogenase-6-phosphogluconolactonase (Plasmodium falciparum 3D7); 350,000 tested, 0.78% active; inhibition, % at 20 µM; AID 504690, 2011; PfGluPho enzyme, NADPH resazurin-diaphorase fluorescence;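 active means inhibition reaching at least a set limit at 20 µM in the primary screen, cut at about 59% in these data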;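 further: 0% = DMSO wells with substrate and 100% = DMSO wells lacking glucose-6-phosphate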
SENP7 inh = SENP7 protease inhibitors, primary screen, biochemical, luminescence, uHTS; Sentrin-specific protease 7 (Homo sapiens), Q9BQF6; recombinant SENP7, Z-RLRGG-aminoluciferin luminescence, 40 min; inhibition, % at 5 µM; 330,000 tested, 1.5% active;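 active means inhibition above about 50% at the single test dose, limit read from the data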;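 further: plate controls were DMSO with enzyme for no effect and no enzyme buffer wells for full effect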
Target sequence (Q9BQF6 706-1050 limits assumed): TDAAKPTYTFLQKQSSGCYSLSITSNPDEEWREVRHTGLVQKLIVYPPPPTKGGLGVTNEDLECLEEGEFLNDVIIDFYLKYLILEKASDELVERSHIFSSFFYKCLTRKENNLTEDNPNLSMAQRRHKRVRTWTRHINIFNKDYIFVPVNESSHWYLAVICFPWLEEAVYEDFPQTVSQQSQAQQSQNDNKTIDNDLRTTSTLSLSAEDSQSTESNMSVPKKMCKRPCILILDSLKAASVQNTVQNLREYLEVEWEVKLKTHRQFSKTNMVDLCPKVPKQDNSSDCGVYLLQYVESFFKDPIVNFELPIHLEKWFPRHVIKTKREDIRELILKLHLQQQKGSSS
MPTP inh = mitochondrial permeability transition pore inhibitors, primary screen, biochemical, isolated mouse mitochondria, absorbance | inhibition, % at 10 µM | Ca2+ swelling absorbance, 30 min | 360,000 tested, 1.4% active;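 active means inhibition of 50% or more, scaled per plate between neutral and stimulator controls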;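 further: 0% = DMSO wells given calcium and 100% = 1 mM EGTA wells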
SENP8 inh = human SENP8 protease inhibitors, primary screen, biochemical, fluorescence, Nedd8 protein substrate, uHTS | AID 602440, 2012 | Sentrin-specific protease 8 (Homo sapiens), Q96LD8 | inhibition, % at 20 µM | recombinant SENP8 | 360,000 tested, 0.64% active; in the data active means inhibition mostly above about 40%, no sharp cut-off; inactive means mostly below about 27%
Target sequence (Q96LD8 whole entry, looked up): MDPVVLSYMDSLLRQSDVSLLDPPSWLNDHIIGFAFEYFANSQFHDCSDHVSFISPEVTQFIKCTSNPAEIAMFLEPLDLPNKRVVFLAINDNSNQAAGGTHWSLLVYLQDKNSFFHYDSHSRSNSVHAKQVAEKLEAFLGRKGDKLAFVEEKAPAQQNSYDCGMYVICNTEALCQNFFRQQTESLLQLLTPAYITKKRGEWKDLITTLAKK
HKDC1 inh = HKDC1 hexokinase inhibitors, primary screen, biochemical, fluorescence, uHTS; 340,000 tested, 0.16% active; inhibition, % at 20 µM; Q2TB90; recombinant HKDC1, G6PDH/diaphorase resazurin coupled fluorescence; AID 493160, 2011;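 active means inhibition above about 35% when tested at 20 µM, limit read from the data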;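 further: plate controls were DMSO wells with enzyme for no effect and DMSO wells lacking enzyme for full effect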
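Material – in-house recombinant HK5 (HKDC1) enzyme · Quantity – HKDC1 at 5 µg/mL · Buffer or medium – pH 8.0 Tris buffer with 10 mM MgCl2 · Reagent – glucose with 1 mM ATP · Dosing – single 20 µM dose · Times – reaction time 90 min, room temperature, protected from light · Technique – resorufin fluorescence at 613 nm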
ATG4B inh = ATG4B protease inhibitors, primary screen, biochemical, fluorescence, uHTS | Cysteine protease ATG4B (Homo sapiens), Q9Y4P1 | ATG4B cleavage of LC3-PLA2, NBD-HPC fluorescence, 1 h | inhibition, % at 8.33 µM | 340,000 tested, 0.51% active | AID 504462, 2011; in the data active means inhibition above about 40%
Target sequence (Q9Y4P1 whole entry, looked up): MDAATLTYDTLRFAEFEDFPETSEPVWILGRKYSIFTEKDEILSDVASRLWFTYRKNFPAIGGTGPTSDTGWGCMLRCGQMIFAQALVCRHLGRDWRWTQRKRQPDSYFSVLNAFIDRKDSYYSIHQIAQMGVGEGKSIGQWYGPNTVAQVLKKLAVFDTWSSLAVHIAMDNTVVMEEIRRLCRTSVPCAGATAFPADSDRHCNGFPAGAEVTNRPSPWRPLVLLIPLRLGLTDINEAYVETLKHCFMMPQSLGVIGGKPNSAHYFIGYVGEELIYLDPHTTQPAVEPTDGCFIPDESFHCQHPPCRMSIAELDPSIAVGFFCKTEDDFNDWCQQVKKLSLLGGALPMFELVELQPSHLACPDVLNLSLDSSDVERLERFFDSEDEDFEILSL
SENP6 inh = SENP6 protease inhibitors, primary screen, biochemical, luminescence, uHTS. Sentrin-specific protease 6 (Homo sapiens), Q9GZR1. Recombinant SENP6 catalytic domain, aminoluciferin luminescence. inhibition, % at 10 µM. 330,000 tested, 1.8% active;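 active means inhibition above about 50% at the single tested dose, limit read from the data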;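 further: plate controls were DMSO wells with enzyme for no effect and DMSO wells lacking enzyme for full effect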
GRIN3A LBD mod = binders of NR3A ligand-binding domain, primary screen, biophysical, differential scanning fluorimetry, uHTS | Tm shift relative to glycine control, % at 25 µM | Glutamate receptor ionotropic, NMDA 3A (GRIN3A) ligand-binding domain | 340,000 tested, 2.5% active | NR3A LBD differential scanning fluorimetry, Tm shift; 0% = protein alone, 100% = glycine-bound protein;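 active means melting temperature shift of at least 10% of the positive control shift, at one fixed dose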
An asterisk follows results filed as active; i = inactive; . = no result given.

SMILES	PfGluPho inh	SENP7 inh	MPTP inh	SENP8 inh	HKDC1 inh	ATG4B inh	SENP6 inh	GRIN3A LBD mod
CCOC(=O)/C(=N/Nc1ccccc1)Sc1nnnn1-c1ccc(C)cc1	-9	8	0.0	25	-4	-13	4	5
CN(C)/C(=C\C(=O)c1ccccc1)C(=O)c1ccccc1	5	.	0.6	15	-6	3	.	0
COc1ccc(CCNS(=O)(=O)c2cnc(Cl)c(Br)c2)cc1OC	-13	0	2.0	19	-5	-12	-12	2
CC(C)(c1ccc(O)cc1)c1ccc(O)cc1	-6	-5	0.6	14	2	-3	-9	-1
CCOC(=O)c1cc2occc2n1Cc1ccc(F)cc1	11	1	11	18	2	-3	-9	15*
Cc1cc(-c2ccc(C)c(S(=O)(=O)N3CC(=O)Nc4ccccc43)c2)on1	7	12	0.0	1	-1	-8	-4	0
O=C(COC(=O)/C=C/c1ccc(OC(F)F)cc1)NC(=O)NCc1ccccc1	3	2	-1.7	-1	-5	-57	17	0
CCOCC(=O)Nc1ncc(S(=O)(=O)c2ccc([N+](=O)[O-])cc2)s1	-23	6	-1.1	26	-4	-1	10	2
CC(C)(C)SC(=O)CC1NS(=O)(=O)OCC1NC(=O)OCC(Cl)(Cl)Cl (stereo unspecified)	8	-5	-0.9	2	-2	-7	-15	-1
CCOC(=O)c1nnn(-c2nonc2N)c1CSc1ccccc1	24	3	2.0	17	10	1	-1	0
C=CCn1c(CCCNC(=O)CCC)nc2ccccc21	4	3	-0.1	5	6	9	2	-4
Cc1cccc(C(=O)Nc2ccc(N3CCN(C(=O)c4ccco4)CC3)cc2)c1	8	5	-1.4	14	2	-18	0	1
CSc1nc2nc(C(F)(F)F)cc(-c3ccccc3)n2n1	3	-2	-1.2	i	-1	-3	-8	4
CC(=O)c1ccc(OCCCN2CCCCC2)cc1	-2	-4	0.4	12	-1	-5	0	0
Cc1ccc(Cn2ncc(C)c2N)o1	-4	3	-0.9	6	-13	0	-21	-1
CCOc1cc(/C=N/NC(=O)C2CCCC2)ccc1O	16	7	-0.5	-13	-8	-7	-5	-1
O=C(O)CCC(=O)OCCCc1cc2ccccc2c(=O)o1	-28	-11	0.9	-34	-8	12	-3	0
C=CCn1c(SCC(=O)N2CCCC2)nc2scc(-c3cccs3)c2c1=O	20	6	0.7	2	-2	-3	-2	1
COc1ccc(Br)c2oc(S)cc(=O)c12	18	-3	1.5	-6	7	-5	7	-3
O=C1c2ccccc2C(=O)N1CCCc1nc2ccccc2c(=O)n1Cc1ccco1	-9	5	8.3	14	4	5	0	-1
Cc1cc(-c2csc(NC(=O)c3ccc(S(=O)(=O)N(C)C)cc3)n2)c(C)n1-c1ccccc1	0	3	-1.8	7	-2	-5	-10	-2
COc1ccc(Br)cc1/C=C/C(=O)OCC(=O)NCCc1ccc(S(N)(=O)=O)cc1	-5	-8	0.9	-76	-6	-15	4	-3
C=CCN=c1sc(C(=O)OC)cc(=O)n1CC=C	-18	-10	-0.4	6	0	3	-10	0
CC(=O)N1c2ccc(S(=O)(=O)N3CCC(C(=O)N4CCN(c5cccc(C(F)(F)F)c5)CC4)CC3)cc2CC1C (stereo unspecified)	-1	-2	-1.2	14	5	-5	-1	-2
O=C(Cn1nnc(-c2ccc(F)cc2)n1)N1CCCCC1	-20	-4	1.4	-3	1	1	-1	0
Following part
SMILES	PfGluPho inh	SENP7 inh	MPTP inh	SENP8 inh	HKDC1 inh	ATG4B inh	SENP6 inh	GRIN3A LBD mod
O=C(Nc1ccnn1C1CCN(C2CCC2)CC1)c1ccccc1	-17	11	-1.5	4	2	1	-14	0
COC(=O)c1cc(S(=O)(=O)N(Cc2ccccc2)C(C)(C)C)c[nH]1	-2	-11	0.1	-2	0	8	2	0
COc1ccc(-c2nsc(SCC(=O)NCC3CCCO3)n2)cc1 (stereo unspecified)	12	6	-4.1	22	-4	-24	16	0
COC(=O)c1ccc(COc2ncnc3ccccc23)o1	-22	-1	1.1	-2	4	0	3	2
COc1cccc(OC)c1C(=O)Nc1ccc2c(c1)CCCN2S(=O)(=O)c1ccc(C)cc1	24	10	-1.3	7	1	-6	-18	-3
CCc1nnc(NC(=O)CSc2nc3ccccc3s2)s1	-8	5	-8.3	14	6	-2	-5	7
Cc1ccc(C(=O)NCCC2=CCCCC2)cc1S(=O)(=O)N1CCCCC1	-12	-7	0.3	0	1	5	-4	1
Cc1cccc(-n2c(N)cc(=O)nc2SCC(=O)Nc2cc(C)on2)c1	-4	4	-0.9	27	-1	1	-13	0
Cn1cc(CN2CCN(c3ncccn3)CC2)c(-c2cccc(Cl)c2)n1	-9	-2	-1.2	16	-2	8	-5	0
O=Cc1ccccc1OS(=O)(=O)c1ccccc1	11	.	-0.5	8	5	15	.	0
CNC(=O)c1ccc(OC2CSC2)cc1	-2	-5	-1.3	21	-5	-14	-20	1
Cc1ccc(S(=O)(=O)NCCS(=O)(=O)N2CCN(c3ccc(F)cc3)CC2)cc1	4	-5	1.2	9	-2	-13	-6	1
O=C(NCCc1ccc(Cl)cc1)C1CCC(CNc2nc(=S)[nH]c3ccccc23)CC1 (stereo unspecified)	6	-2	-0.9	22	-2	-6	12	5
CSCC[C@H](NS(=O)(=O)c1ccc(C)cc1)C(=O)N1CCC(C(=O)N[C@@H](Cc2ccccc2)C(=O)O)CC1	-4	2	-2.1	36	-5	-22	-8	3
CCOC(=O)NC1(C(F)(F)F)C(=O)N(Cc2ccccc2)C2=C1C(=O)CC(C)(C)C2 (stereo unspecified)	-4	7	-0.6	10	-1	-14	5	1
Cc1ccc(C(=O)n2nc(-c3ccco3)nc2N)cc1	-7	6	1.0	22	3	5	-4	1
Cc1cccc2sc(NS(C)(=O)=O)nc12	8	-6	-0.9	9	-12	-4	-1	-3
CS(=O)(=O)c1ccc2nc(NC(=O)c3cccs3)sc2c1	1	89*	-3.3	-354	-3	1	91*	0
O=C(Nc1nccs1)c1cc2sccc2n1Cc1ccc(F)cc1	-8	3	2.4	-167	-10	12	-1	-1
COc1ccc(NC(=O)C23CCC(C)(C(=O)C2)C3(C)C)cc1 (stereo unspecified)	-1	-13	-1.9	17	-7	-4	-1	0
CCC1CCCCN1CCCNC(=O)CNC(=O)c1nn(-c2ccc(OC)c(Cl)c2)c(=O)c2ccccc12 (stereo unspecified)	10	-10	-0.2	-175	-7	-12	-9	-1
COc1ccc(NC(=O)c2cnc3n(c2=O)CCS3)cc1OC	1	0	-1.9	34	9	12	5	3
Cc1ccc(S(=O)(=O)NCCC(=O)NCc2ccccc2)cc1	-7	0	-1.5	7	-12	-6	-4	2
CC(C)(CNC(=O)c1ccc(S(=O)(=O)Nc2ccc(Cl)cc2)cc1)N1CCOCC1	-8	-1	0.5	4	3	-4	-6	-2
O=C(O)c1cc2c(=O)c3ccccc3oc2nc1C(F)(F)F	1	5	-1.9	-39	-2	-1	4	0
The listing continues.
SMILES	PfGluPho inh	SENP7 inh	MPTP inh	SENP8 inh	HKDC1 inh	ATG4B inh	SENP6 inh	GRIN3A LBD mod
O=c1[nH]nc(Cc2ccc(-c3cccc(Cl)c3)o2)c2ccccc12	-7	3	84*	-3	-5	-8	-10	-16
COc1ccc(S(=O)(=O)NC(C)C(=O)N2CCCCCC2)cc1 (stereo unspecified)	1	4	-0.2	13	-5	-2	-11	-5
Clc1ccc(OCCCNCc2ccccc2)c2ccccc12	2	-6	13	15	2	19	-29	-2
CCOC(=O)N1CCN(CC(O)COCc2ccc(Cl)cc2)CC1 (stereo unspecified)	-4	.	-2.5	7	-1	-7	.	0
CCOc1ncccc1C(=O)NCc1ccc(C)cc1	-3	7	0.5	7	-7	2	5	-1
COc1ccc(C2=CC(=O)CC(C)(C)C2)cc1OC	-3	-1	-0.1	-188	-2	-9	2	2
O=C(NCCOc1ccccc1Cl)C(=O)Nc1ccccc1	-9	1	-1.3	26	3	3	-2	-5
Cc1cc(O)c(S(=O)(=O)c2ccccc2)c(C)c1NS(=O)(=O)c1ccccc1	-29	-11	3.1	10	3	4	-10	-13
COc1cccc(OCCN2CCN(c3ncnc4c3cnn4-c3ccccc3)CC2)c1	5	-5	-0.9	-44	10	-10	-5	-8
CCN(C1CCS(=O)(=O)C1)S(=O)(=O)c1ccc2ccccc2c1 (stereo unspecified)	-7	2	-1.2	-4	1	4	-12	-2
O=C(O)C1CCC(c2ccc(-c3ccccc3)cc2)CC1 (stereo unspecified)	-15	6	-1.1	3	0	3	30	-1
CCOC(=O)c1cnc(COc2ccccc2Cl)[nH]c1=O	4	-8	1.5	9	-3	-7	-28	2
C=CCSc1nnc(-c2nnc(SCC=C)n2-c2ccccc2)n1-c1ccccc1	32	12	2.3	2	-4	-6	-3	1
COc1ccccc1C(=O)Nc1ccnn1C1CCN(Cc2ccc3nonc3c2)CC1	2	10	-0.6	7	-6	-7	-15	-1
CN(Cc1ccccc1)S(=O)(=O)c1ccc(Cl)c(C(=O)NCc2cccnc2)c1	-3	8	-0.3	1	-8	-5	-15	-1
O=C(O)c1ccc(S(=O)(=O)Nc2ccc(F)c(Cl)c2)cc1	-18	8	-1.9	16	0	4	2	1
Cc1ccc(N2CC(C(=O)N3CCC(c4nc5ccccc5[nH]4)CC3)CC2=O)cc1C (stereo unspecified)	-12	6	0.0	17	5	-2	-14	-2
Cc1ccc(N(C(=O)Cn2nnc(-c3ccc(F)cc3)n2)C(CC(C)C)C(=O)NCC2CCCO2)cc1 (stereo unspecified)	4	-2	0.4	1	4	-3	9	2
CCN(c1ccc(C(=O)CN2C(=O)NC3(CCOc4ccccc43)C2=O)cc1)S(C)(=O)=O (stereo unspecified)	8	-8	0.6	-7	0	-22	-4	0
CC(C)Cn1c(N)c(C(=O)CSc2nnnn2C)c(=O)n(C)c1=O	-10	-1	0.8	15	-2	6	-8	0
CCC1=Nc2cc(C(=O)O)ccc2Sc2ccccc21	-47	17	-0.1	20	-1	8	2	0
Cc1ccc(-n2nc(C)c(C3(O)C(=O)N(C(C)C)c4ccccc43)c2N)cc1 (stereo unspecified)	15	4	-0.2	12	-12	-14	4	-1
C=CCC[C@@H](Cc1ccc(F)cc1)C(=O)OC[C@H](Cc1c[nH]c2ccccc12)NC(=O)[C@@H](CC=C)CC(=O)N(CCO)Cc1ccccc1	29	-9	0.8	12	6	14	-9	-4
CCOCCCNC(=O)c1ccc2nc(-c3ccc(OC)c(OC)c3)c(-c3ccc(OC)c(OC)c3)nc2c1	17	-12	-1.0	-160	16	-8	-9	-2
CCOc1ccccc1NC(=O)CCCn1cc([N+](=O)[O-])cn1	29	-3	-3.1	16	-5	-14	-22	-1
NC(=O)c1cc([N+](=O)[O-])ccc1Nc1ccccc1	48	3	-0.2	22	0	-6	-14	-3

Single records, from the list above.
CCOc1ncccc1C(=O)NCc1ccc(C)cc1 as listed: PfGluPho inh: -3; SENP7 inh: 7; MPTP inh: 0.5; SENP8 inh: 7; HKDC1 inh: -7; ATG4B inh: 2; SENP6 inh: 5; GRIN3A LBD mod: -1
C=CCSc1nnc(-c2nnc(SCC=C)n2-c2ccccc2)n1-c1ccccc1 as listed: PfGluPho inh: 32; SENP7 inh: 12; MPTP inh: 2.3; SENP8 inh: 2; HKDC1 inh: -4; ATG4B inh: -6; SENP6 inh: -3; GRIN3A LBD mod: 1
Cc1cc(O)c(S(=O)(=O)c2ccccc2)c(C)c1NS(=O)(=O)c1ccccc1 as listed: PfGluPho inh: -29; SENP7 inh: -11; MPTP inh: 3.1; SENP8 inh: 10; HKDC1 inh: 3; ATG4B inh: 4; SENP6 inh: -10; GRIN3A LBD mod: -13
